# Screening results (PubChem BioAssay)
# HIF-2a inh = HIF-2a inhibition. 786-0 RCC cells HIF-2a reporter, luciferase luminescence, overnight. inhibition, % at 18.8 µM. 360,000 tested, 0.72% active;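 active = inhibition of the luminescence signal of 40% or more relative to plate controls, in a single-dose primary screen at 18.75 µM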
# KKLEB tox = reduces viability of KKLEB cystic fibrosis airway cells. 360,000 tested, 0.36% active. KKLEB CF airway cells viability, ATPlite luminescence, overnight; hits give low values; cells stimulated with P. aeruginosa culture filtrate. activity change (cytotoxicity), % at 5 µM;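 active = corrected activity change at or below -50% at 5 µM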
# TWEAK-Fn14 inh = TWEAK-Fn14 signaling inhibition; TWEAK-stimulated Fn14 reporter cells, luciferase luminescence, 8 h; 360,000 tested, 2% active; inhibition, % at 10 µM; AID 1159606; in the data active = inhibition above about 50%
# MITF TRPM1 inh = reduces MITF-dependent TRPM1 promoter luciferase signal; SK-MEL-5 TRPM1 promoter luciferase, 24 h; inhibition, % at 12.5 µM; 330,000 tested, 0.83% active; AID 488899;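 active = mean inhibition across replicates of 60% or more, whatever share of single replicates reaches that level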; also: values of inactives mirror those of a sister screen read the other way
# Peg3 promoter = Peg3 promoter activity inhibition; 360,000 tested, 1.7% active; AID 588405; inhibition, % at 20 µM; HeLa PEG-Prom luciferase reporter, luminescence, overnight;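 active = inhibition of at least 50% at 20 µM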
# NR2E3 ag-1 = human photoreceptor-specific nuclear receptor agonism; Q9Y5X4; CHO-S Gal4-NCOR/VP16-NR2E3 two-hybrid, luciferase; inhibition of corepressor binding, % at 3.98 µM; 360,000 tested, 0.35% active; AID 602229;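 active = inhibition above the mean of all tested compounds plus 3 SD, cut at about 70% in these data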;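 also: 0% = DMSO with NR2E3 transfected cells and 100% = cells lacking NR2E3 construct; higher means lower luciferase signal from less NR2E3 corepressor binding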
# Target sequence (Q9Y5X4 whole entry, looked up, the tested form may be a part): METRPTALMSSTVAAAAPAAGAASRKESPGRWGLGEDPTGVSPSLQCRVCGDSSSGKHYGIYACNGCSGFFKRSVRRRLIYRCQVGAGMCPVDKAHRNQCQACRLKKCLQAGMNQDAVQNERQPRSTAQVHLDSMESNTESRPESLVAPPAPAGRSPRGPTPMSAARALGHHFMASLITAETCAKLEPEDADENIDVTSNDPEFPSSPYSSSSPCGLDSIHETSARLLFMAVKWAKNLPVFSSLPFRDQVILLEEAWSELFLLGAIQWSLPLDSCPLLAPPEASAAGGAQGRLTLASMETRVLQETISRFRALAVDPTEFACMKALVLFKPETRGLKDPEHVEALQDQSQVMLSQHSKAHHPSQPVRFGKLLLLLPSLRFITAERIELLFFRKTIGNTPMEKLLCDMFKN
# CF NFkB block = blocks PAF-induced NF-kB reporter in cystic fibrosis cells; KKLEB NF-kB-GFP reporter, GFP fluorescence overnight; inhibition, % at 5 µM; 360,000 tested, 0.86% active; AID 588850;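 active = at least 50% inhibition at 5 µM, scaled per plate between neutral and stimulator controls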;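 also: PAF is a Pseudomonas aeruginosa culture filtrate used as stimulus; plate controls were PAF-stimulated DMSO wells for no effect and unstimulated DMSO wells for full effect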
# aDG glyco act = alpha-DG glycosylation activation | Pro5-aDG cells, alpha-DG glycosylation AlphaScreen (IIH6); 0% Pro5, 100% B10-LARGE cell signal | activation, % at 10 µM | 360,000 tested, 0.22% active | AID 624168;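 active = activation of at least 8% versus controls, or a plate z-score of at least 8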;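 also: Pro5 are CHO cells carrying HIG-tagged alpha-DG that lacks glycosylation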
# NR2E3 ag-2 = NR2E3 (human) agonism | GST-NR2E3/biotin-RetCOR TR-FRET, 1536-well | AID 2300 | Q9Y5X4 | 320,000 tested, 0.12% active | inhibition of corepressor binding, % at 4.78 µM;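 active = percent inhibition above the cutoff of mean plus 3 SD of all tested compounds, set per screening campaign, cut at about 20% in these data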;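 also: 0% = DMSO wells and 100% = biotin wells as full block of FRET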
#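 Material: NR2E3–RetCOR corepressor complex / Amount: 1.35 nM GST-NR2E3 / Medium: Tris pH 7.5 / Compound: single nominal compound dose of 4.8 µM / Incubation: 5 h at 4 °C / Technique: TR-FRET, Eu(K)-anti-GST donor, streptavidin-D2 acceptor, ex 340, em 617/671 nm / Read-out basis: percent loss of FRET ratio relative to control wells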
# Shn3 inh set2 = Schnurri-3 reporter inhibition in Clone20 osteoblasts; Clone20 osteoblast Shn3 3'UTR firefly luciferase, 24 h; inhibition, % at 12.5 µM; 360,000 tested, 0.52% active;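 active = mean inhibition of at least 75% with every replicate also reaching 75%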;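 also: 0% = median of neutral control wells and 100% = pilot-screen positive control compound; some compounds past the cut are filed as inactive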
# iPSC survival up = increases survival of single human iPS cells; hiPSC single-cell survival, ATPlite luminescence; 100% = ROCK inhibitor wells, 0% = DMSO; survival enhancement, % at 20 µM; 360,000 tested, 0.044% active; in the data active = survival enhancement above about 18%;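 also: cells exposed to compounds for 16 hours before the ATP read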
# Numbers without * were called inactive; nt = not tested or not shown.
mol	HIF-2a inh	KKLEB tox	TWEAK-Fn14 inh	MITF TRPM1 inh	Peg3 promoter	NR2E3 ag-1	CF NFkB block	aDG glyco act	NR2E3 ag-2	Shn3 inh set2	iPSC survival up
CC1CN(C(c2ccco2)c2sc3ncnn3c2O)CC(C)O1 (stereo not given)	1	9	11	nt	1	-14	-22	-0.1	-2	-28	-0.4
Cc1cc(NS(=O)(=O)c2cc(Cl)sc2Cl)no1	10	1	3	8	2	-25	-2	0.2	1	3	-0.5
Cn1ncc([N+](=O)[O-])c1C(=O)NC1CCCCC1	12	10	-1	2	12	-16	-22	-0.1	2	7	-0.3
O=C1CCCC(=O)C1CS(=O)(=O)c1ccccc1	21	-8	7	1	12	2	31	-0.1	2	-9	-0.8
COc1cc(C(=O)c2ccccc2Cl)c([N+](=O)[O-])cc1OC	13	-5	5	5	8	-25	-9	0.3	0	-3	1.5
CCCCCCCCCC1(CC(=O)OCC)SCCN1C(N)=O (stereo not given)	4	-2	26	nt	-2	42	-31	-0.1	nt	72	-1.1
CSc1ccc(OC2CCN(Cc3ccccc3)CC2)cc1	-10	-2	-10	-13	6	4	10	-0.2	-3	-16	-2.1
CCOC(=O)/C=c1/s/c(=C/c2ccc3cc(OC)ccc3c2)c(=O)n1CC(=O)NCC1CCCO1 (stereo not given)	3	-28	-30	53	18	8	28	-0.1	nt	59	0.1
O=C(COc1ccccc1)Nc1ncc2c(n1)CCCC2=O	3	1	3	7	2	-11	-8	0.0	-1	1	1.8
COc1ccc(Nc2nc3c(C)cccc3cc2C#N)c(OC)c1	19	13	-8	-9	2	-29	8	0.0	3	-26	-0.6
Cc1cccc(-n2cnc(C(=O)NNC(=S)Nc3ccc(Cl)cc3)c2)n1	18	-8	-37	-7	28	-20	23	0.2	1	40	0.3
COc1ccc(C(CC(=O)O)NC(=O)c2ccco2)cc1OC (stereo not given)	7	-1	1	4	-5	11	1	0.0	-2	-9	6.3

# The list goes on.
mol	HIF-2a inh	KKLEB tox	TWEAK-Fn14 inh	MITF TRPM1 inh	Peg3 promoter	NR2E3 ag-1	CF NFkB block	aDG glyco act	NR2E3 ag-2	Shn3 inh set2	iPSC survival up
CC(C)c1ccc(C(=O)N2CCN(c3cnn(C)c(=O)c3Cl)CC2)cc1	-1	14	-26	-2	-3	-21	-5	0.1	0	18	1.1
CCN(CC(=O)Nc1c(F)cccc1F)C(=O)CSC(=S)N1CCCC1	4	-4	13	-6	8	21	-7	0.1	4	-1	-1.1
COc1cccc(C(=O)Nc2nnc(C(C)C)s2)c1	-59	3	49	-15	-82	-89	-3	-0.2	0	-45	-1.6
O=C(Nc1c(C(=O)Nc2ccc3c(c2)OCCO3)cnn1-c1ccccc1Cl)c1ccco1	-116	4	24	-9	-77	-51	18	-0.2	1	2	0.3
O=C(O)Cc1ccc2ccc3ccccc3c2c1	11	-4	19	nt	2	-12	10	0.1	5	3	-0.1
Cc1noc(C)c1COc1cccc(C(=O)Nc2ccc3c(c2)OCO3)c1	-161	-15	-20	-19	-82	-29	7	0.0	-4	-12	-1.5
Nc1c(N(CCO)C(=O)/C=C/c2ccco2)c(=O)[nH]c(=O)n1Cc1ccccc1	16	-3	-5	7	8	-16	3	-0.4	-4	-8	-0.2
O=c1cc(CN2CCN(C/C=C/c3ccccc3)CC2)c2cc(O)c(-c3ccccc3)cc2o1	6	-14	11	50	3	-7	-12	-0.5	0	31	-2.4
COc1cc(/C=C/c2cc(OC(C)=O)c3ccccc3n2)c(OC(C)=O)c([N+](=O)[O-])c1	0	-10	4	23	11	-4	3	-0.5	1	47	-0.1
COc1ccc(NC(=O)c2cccc(N3C(=O)C4C5C=CC(C6CC56)C4C3=O)c2)c(OC)c1 (stereo not given)	-7	-5	24	0	21	-7	-24	0.5	-4	8	0.5
Cc1c(C(=O)O)nnn1-c1ccccc1	9	-4	8	1	0	1	5	-0.2	-3	-8	0.3
CC(C)C(=O)N1N=C2CCCCC2C1(O)C(F)(F)F (stereo not given)	11	-3	-3	-3	-3	4	-15	0.3	-3	-10	-1.0

# A few values from the list.
# `COc1ccc(NC(=O)c2cccc(N3C(=O)C4C5C=CC(C6CC56)C4C3=O)c2)c(OC)c1` (stereo not given) in CF NFkB block: -24
# `Cc1noc(C)c1COc1cccc(C(=O)Nc2ccc3c(c2)OCO3)c1` in NR2E3 ag-1: -29

# Pulled by structure from the entries so far:
mol	HIF-2a inh	KKLEB tox	TWEAK-Fn14 inh	MITF TRPM1 inh	Peg3 promoter	NR2E3 ag-1	CF NFkB block	aDG glyco act	NR2E3 ag-2	Shn3 inh set2	iPSC survival up
CC(C)C(=O)N1N=C2CCCCC2C1(O)C(F)(F)F (stereo not given)	11	-3	-3	-3	-3	4	-15	0.3	-3	-10	-1.0
O=c1cc(CN2CCN(C/C=C/c3ccccc3)CC2)c2cc(O)c(-c3ccccc3)cc2o1	6	-14	11	50	3	-7	-12	-0.5	0	31	-2.4
CCN(CC(=O)Nc1c(F)cccc1F)C(=O)CSC(=S)N1CCCC1	4	-4	13	-6	8	21	-7	0.1	4	-1	-1.1

# Carrying on.
mol	HIF-2a inh	KKLEB tox	TWEAK-Fn14 inh	MITF TRPM1 inh	Peg3 promoter	NR2E3 ag-1	CF NFkB block	aDG glyco act	NR2E3 ag-2	Shn3 inh set2	iPSC survival up
COC(=O)c1cnn(-c2nc(OC)cc(OC)n2)c1C	2	16	14	-12	-5	-6	-26	-0.1	-1	-13	-1.8
CC1CCCC(C)N1C(=O)COC(=O)Cc1c[nH]c2ccccc12 (stereo not given)	6	-1	-6	11	2	9	-27	0.1	-1	-12	-0.2
CN1N=C2c3ccccc3CCCC2C1c1ccc(F)cc1 (stereo not given)	-175	-11	25	-15	-153	-85	-9	0.0	-5	-39	-0.1
CC1CN(C2CCN(C(=O)c3ccccc3)CC2)CC(C)O1 (stereo not given)	-3	-7	3	0	4	-29	6	0.3	-1	8	1.4
O=C(NNC(=O)C1CCCO1)c1ccccc1Cl (stereo not given)	16	-8	13	-4	13	-14	8	0.3	-2	-7	-1.5
Cc1ccc(NC(=O)CN(c2ccc(Cl)cc2)S(=O)(=O)c2cc([N+](=O)[O-])ccc2Cl)c(C)c1	3	5	40	18	33	-16	-17	3.0	0	-3	-0.8
COc1ccc(C(=O)NNC(=O)C(=O)NC(C)c2ccccc2)cc1OC (stereo not given)	18	4	-8	2	13	-1	1	0.0	-5	-41	0.2
N#Cc1sc(NCc2cccc(Cl)c2)nc1Cl	-78	12	24	-19	-43	-91	2	0.0	-1	8	0.7
CC(NC(=O)c1ccc(Br)cc1)c1ccccc1 (stereo not given)	11	12	-3	4	1	-11	10	-0.2	-1	4	1.9
COc1ccccc1N1CCN(C(=O)c2noc(C(C)C)c2[N+](=O)[O-])CC1	8	12	-3	-3	-4	11	-3	-0.1	1	-3	0.0
Cc1ccccc1N1CCN(C(=O)c2ccccc2NC(=O)C2CC=CCC2C(=O)O)CC1 (stereo not given)	14	10	14	2	8	20	-6	-0.1	-2	13	-1.9
CCOc1ccc(Cc2nnc(SCC(=O)c3ccc(OC)cc3)o2)cc1	-1	-12	21	3	-15	-10	2	0.2	1	16	0.9

# Another view of 2 compounds above:
CN1N=C2c3ccccc3CCCC2C1c1ccc(F)cc1 (stereo not given)
- HIF-2a inh: -175
- KKLEB tox: -11
- TWEAK-Fn14 inh: 25
- MITF TRPM1 inh: -15
- Peg3 promoter: -153
- NR2E3 ag-1: -85
- CF NFkB block: -9
- aDG glyco act: 0.0
- NR2E3 ag-2: -5
- Shn3 inh set2: -39
- iPSC survival up: -0.1

CC1CCCC(C)N1C(=O)COC(=O)Cc1c[nH]c2ccccc12 (stereo not given)
- HIF-2a inh: 6
- KKLEB tox: -1
- TWEAK-Fn14 inh: -6
- MITF TRPM1 inh: 11
- Peg3 promoter: 2
- NR2E3 ag-1: 9
- CF NFkB block: -27
- aDG glyco act: 0.1
- NR2E3 ag-2: -1
- Shn3 inh set2: -12
- iPSC survival up: -0.2

# Remaining list, next part.
mol	HIF-2a inh	KKLEB tox	TWEAK-Fn14 inh	MITF TRPM1 inh	Peg3 promoter	NR2E3 ag-1	CF NFkB block	aDG glyco act	NR2E3 ag-2	Shn3 inh set2	iPSC survival up
COc1ccc(CNC(=O)Cn2nc(C(F)(F)F)c(Br)c2C)cc1	9	-6	9	11	6	2	-8	0.0	-1	-5	-0.5
CCN(C[C@H]1N[C@@](C)(C(=O)OC)[C@H]2C(=O)N(C)C(=O)[C@@H]12)C(=O)c1ccc(C(C)(C)C)cc1	13	9	21	-2	-6	-1	-8	-0.1	nt	0	-2.1
Cc1ccc(C(=O)N(Cc2cccnc2)Cc2cc3cc(C)ccc3n3nnnc23)cc1	23	1	13	3	29	8	-20	-0.8	3	6	-0.3
Cc1cccc(C)c1NC(=O)CN(C)C(=O)c1cccc(S(=O)(=O)N2CCN(c3ccc(F)cc3)CC2)c1	15	5	31	38	18	11	-10	4.5	-1	84	-0.5
O=C(c1ccco1)N1CCN(C(=O)c2ccccc2NS(=O)(=O)c2ccc(F)cc2)CC1	9	3	0	-5	13	-7	1	0.3	-2	-3	-0.4
Cc1c(C(N)=O)sc2ncn(CC(=O)N3CCC(C)CC3)c(=O)c12	2	7	14	-7	3	-20	-7	-0.1	2	-15	-0.9
c1ccc(-c2nc(SCc3nc4ccccc4[nH]3)c3oc4ccccc4c3n2)cc1	-13	6	-3	12	1	-30	-4	0.3	nt	6	0.7
Cc1noc(NS(=O)(=O)c2ccc(NC(=O)CCn3c(=O)oc4ccccc43)cc2)c1C	17	24	2	12	20	-15	8	-0.1	-2	0	0.3
Cn1c(=O)c2cc(NCc3ccccc3)nnc2n(C)c1=O	-5	-13	17	3	8	-1	-11	4.7	9	-13	-3.1
CC1CCC(C(C)C)C(OC(=O)Cn2c(-c3ccc(Cl)cc3)[n+](C)c3ccccc32)C1 (stereo not given)	-65	-58*	59*	90*	76*	2	56*	0.0	-1	68	-0.6
CCOC(=O)c1cc(-c2ccccc2)n(CC(=O)O)c1C	-8	7	3	1	1	10	-9	-0.1	4	5	-3.0
COc1cc(OC)cc(C(=O)n2nc(C)cc2C)c1	6	-4	-32	16	12	-11	5	-0.1	0	-7	-1.6

# Following part
mol	HIF-2a inh	KKLEB tox	TWEAK-Fn14 inh	MITF TRPM1 inh	Peg3 promoter	NR2E3 ag-1	CF NFkB block	aDG glyco act	NR2E3 ag-2	Shn3 inh set2	iPSC survival up
COc1cc(CCC(=O)OCC(=O)Nc2ccc(C(N)=O)cc2)cc(OC)c1OC	7	1	-11	-6	-1	-12	-6	0.2	-3	-12	-0.3
CCCc1cc(=O)oc2cc(OCC(=O)Nc3ccc(S(N)(=O)=O)cc3)ccc12	3	-7	-20	6	-10	8	28	-0.3	1	-1	0.2
O=C(CN1CCN(S(=O)(=O)c2ccc(F)cc2)CC1)Nc1ccc2c(c1)OCO2	-4	-3	8	1	5	0	3	0.7	5	-10	-2.3
C=C(C)C(=O)Nc1cccnc1Oc1ccc(F)cc1F	9	-1	-5	-1	8	-14	-2	-0.1	2	7	-0.8
